Screening data deposited in PubChem by National Center for Advancing Translational Sciences (NCATS).
Rhodamine autofl = rhodamine region autofluorescence; Rhodamine-region fluorescence, 547/598 nm, Tris buffer; hits give high values; max dye-equivalent concentration, M; 0.05% of 59,000 active; AID 594; in the data active means max dye-equivalent concentration above about 11 nM; inconclusive means between about 1.1 nM and that limit
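qHTS spectral profiling of compounds without any target or enzyme present, in pH 8.0 Tris buffer; plates were read after a 15-minute room-temperature incubation using the rhodamine-region filter set.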
Fluorescein autfl = compound fluoresces in the fluorescein spectral region; Compound autofluorescence, 480/540 nm, fluorescein-equivalent; hits give high values; max fluorescein-equivalent concentration, M; 0.91% of 59,000 active; AID 593; in the data active means max fluorescein-equivalent concentration above about 10 nM; inconclusive means between about 1.1 nM and that limit
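Normalized response (dye-equivalent concentration) derives from comparing each well's 540 nm emission, under 480 nm excitation, with plate-resident fluorescein standards. Compounds were held in 100 mM Tris, pH 8.0, for 15 min at room temperature.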
Hsp90 Hop PPI = changes Hsp90-Hop TPR2A binding signal, up or down; AlphaScreen TPR2A-His6 binding biotin-Hsp90 C-terminal peptide; Potency, µM (top dose mostly 57 µM), without a hit: at the highest dose activity change, negative = inhibition; 0.44% of 71,000 active; active means well fitted curve in either direction with a large enough effect; inconclusive means small, poorly fitted or top-dose-only effect, or another doubt; further: potency means the concentration at half of the fitted maximal effect; on the % scale 0 is the no-effect control and ±100 the full control effect; many of its hits are not listed in these tables
TexasRed autofl = compounds fluorescent in Texas Red spectral region; Compound fluorescence, Texas Red channel, 547/618 nm; hits give high values; max dye-equivalent concentration, M; 0.06% of 59,000 active; in the data active means max dye-equivalent concentration above about 10 nM; inconclusive means between about 1.1 nM and that limit
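Compound titrations in 100 mM Tris pH 8.0 were incubated 15 min at room temperature and read at 547 nm excitation / 618 nm emission. Texas Red six-point standard curve on each plate converted fluorescence to dye-equivalent concentration.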
4MU fluor = 4-MU region autofluorescence | AID 589 | 11% of 59,000 active | max dye-equivalent concentration, M | compound autofluorescence, 340/450 nm, 4-MU equivalents; hits give high values; in the data active means max dye-equivalent concentration above about 10 nM; inconclusive means mostly about 1.1 nM to 9.6 nM
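Intrinsic fluorescence at 340/450 nm (ex/em) was read after 15 min at room temperature in pH 8.0, 100 mM Tris. Each compound concentration expressed as 4-MU-equivalent concentration from a six-point 4-MU standard series on each plate.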
HADH2 inhib = blocks human hydroxyacyl-CoA dehydrogenase type II; AID 886; recombinant HADH2, NADH fluorescence, beta-hydroxybutyryl-CoA; Q99714; Potency, µM (series often up to 57.1 µM), inactives show at the highest dose activity change, negative = inhibition, most hits filed as inhibitors; 3.4% of 73,000 active; further: potency means the concentration at half of the fitted maximal effect; on the % scale 0 is the no-effect control and ±100 the full control effect; nearly all actives have a fitted effect of over 60% in size; many of its hits are not listed in these tables
Target sequence (Q99714 whole entry, looked up, one chain of several): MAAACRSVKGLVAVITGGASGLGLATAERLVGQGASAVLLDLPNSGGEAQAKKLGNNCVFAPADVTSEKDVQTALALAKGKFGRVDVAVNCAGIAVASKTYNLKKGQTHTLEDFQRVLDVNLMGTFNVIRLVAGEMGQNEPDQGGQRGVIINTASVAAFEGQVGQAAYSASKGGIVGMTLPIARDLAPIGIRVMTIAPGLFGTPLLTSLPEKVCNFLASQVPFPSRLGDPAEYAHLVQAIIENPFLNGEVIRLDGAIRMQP
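20 nM HADH2 + cpd, 15 min RT; add 1 mM NAD+/90 uM beta-hydroxybutyryl-CoA; kinetic fluorescence 360/450 nm, 4 min. Tris-HCl pH 9.0, 0.01% Tween-20.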
Ub-GFP proteasome = ubiquitin-GFP accumulation via proteasome inhibition | Ubiquitin-GFP reporter cells, proteasome inhibition, GFP fluorescence; response scale: untreated = 0%, 10 µM MG-132 = 100% | Potency, µM (series often up to 45.9 µM), inactives show at the highest dose activation (GFP accumulation), most hits filed as activators | 67,000 tested, under 10 active | AID 526; active means well fitted activation curve with a large enough effect, not every such curve was filed as active; inconclusive means small, poorly fitted or top-dose-only effect, or another doubt; inactive means no such curve, though single readings can be large or run the other way; further: potency means the concentration at half of the fitted maximal effect
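U2OS Ub(G76V)-GFP reporter; O/N plating, 0.5% FBS; cpd 46 uM–2.9 nM, 4 h, 37 °C; GFP+ cell count, 488/515 nm; norm. to basal vs 10 uM MG-132; CRC fit.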
GFP derepression = derepresses silenced GFP locus in mouse C127i cells. mouse C127i GFP locus derepression, cytometry, 30 h. Potency, µM (highest dose often 46.1 µM), without a hit: at the top dose GFP derepression (activation). 0.09% of 68,000 active; further: % of control where 0% means no effect
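Locus derepression in mouse mammary C127i cells whose integrated CMV-GFP reporter is normally silent; GFP expression after 30 h compound treatment was quantified by counting fluorescent cells.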
HBB splice mod = modulators of hemoglobin beta chain splicing; AID 925; 0.06% of 65,000 active; Potency, µM (series often up to 46.1 µM), for inactives: at the highest dose activation, most hits filed as activators; HBB splicing reporter cell assay, activation; EGFP reporter with mutant IVS2-654 intron; response scale: normalised to 500 nM splice-correcting PNA; further: potency means the concentration at half of the fitted maximal effect; 0% is about no effect
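HeLa cells stably expressing EGFP interrupted by mutant beta-globin intron 2 (IVS2-654), 500/well in 2% FCS. Treated with compound for 2 days at 37C. Splicing correction scored as total well GFP intensity (488 nm excitation, 500-520 nm emission); 500 nM antisense PNA served as control.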
Pol III holo inh = blocks replication by bacterial DNA polymerase III holoenzyme. reconstituted DNA polymerase III holoenzyme replication, biochemical. Potency, µM (doses to about 57.1 µM), without a hit: at the highest dose activity change, negative = inhibition. 0.25% of 71,000 active; further: potency means the concentration at half of the fitted maximal effect; on the % scale 0 is the no-effect control and ±100 the full control effect
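Reconstituted *E. coli* holoenzyme (0.35 nM Pol III, 1 nM beta, 154 nM SSB, 2 nM primase) was preincubated with compound for 15 min at RT. Synthesis on 1.4 nM ssM13Gori ran 35 min, then was stopped with PicoGreen/EDTA and read as dsDNA fluorescence.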
ALOX15 inhib = inhibitors of human 15-lipoxygenase (ALOX15); P16050; purified 15hLO-1, xylenol orange hydroperoxide absorbance; Potency, µM (titrated, usually from 57.1 µM), for inactives: at the highest dose activity change, negative = inhibition, usual class: inhibitors; 1.4% of 74,000 active; AID 887; further: potency means the concentration at half of the fitted maximal effect; on the % scale 0 is the no-effect control and ±100 the full control effect; nearly all actives have a fitted effect of over 55% in size
Target sequence (P16050 whole entry, looked up): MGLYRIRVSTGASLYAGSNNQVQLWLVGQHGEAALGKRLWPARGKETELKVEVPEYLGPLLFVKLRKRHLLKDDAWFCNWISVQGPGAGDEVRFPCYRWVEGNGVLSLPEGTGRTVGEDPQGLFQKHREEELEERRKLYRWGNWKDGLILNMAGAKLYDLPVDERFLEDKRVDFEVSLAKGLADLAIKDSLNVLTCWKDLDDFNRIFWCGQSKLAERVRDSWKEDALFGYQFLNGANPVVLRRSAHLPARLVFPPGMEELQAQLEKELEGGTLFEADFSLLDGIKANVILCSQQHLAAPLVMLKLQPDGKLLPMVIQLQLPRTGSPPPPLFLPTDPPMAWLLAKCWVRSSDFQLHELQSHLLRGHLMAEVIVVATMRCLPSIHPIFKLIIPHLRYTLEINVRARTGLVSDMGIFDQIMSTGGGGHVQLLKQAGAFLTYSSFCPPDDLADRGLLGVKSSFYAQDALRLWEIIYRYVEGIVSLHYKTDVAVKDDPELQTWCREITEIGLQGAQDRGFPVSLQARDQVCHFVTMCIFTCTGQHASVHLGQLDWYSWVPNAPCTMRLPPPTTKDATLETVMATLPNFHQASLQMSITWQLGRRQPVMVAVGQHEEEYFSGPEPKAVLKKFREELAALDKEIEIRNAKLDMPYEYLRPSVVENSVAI
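Purified human 15hLO-1 (40 nM) in 25 mM Hepes pH 7.5, 0.01% Triton X-100, preincubated 15 min RT with compound, then 50 uM arachidonic acid for 6 min. Hydroperoxide read by ferrous/xylenol orange, 30 min; 573/405 nm absorbance ratio gave progress.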
* = called active by the depositor; i = inactive; ? = inconclusive; / = not tested or not shown; & = joins results of further samples; [ ] = dose if it differs, or a comment. Unless noted, the call rests on the fitted dose curve; in most records, active means well fitted curve in the direction sought with a large enough effect; inconclusive means small, poorly fitted or top-dose-only effect, or another doubt; inactive means no such curve, though single readings can be large; an effect the other way counts as inactive or inconclusive.

Order of values: Rhodamine autofl	Fluorescein autfl	Hsp90 Hop PPI	TexasRed autofl	4MU fluor	HADH2 inhib	Ub-GFP proteasome	GFP derepression	HBB splice mod	Pol III holo inh	ALOX15 inhib
1	COc1ccc2[nH]c(=O)c(CN(CCN(C)C)C(=O)NCc3ccccc3)cc2c1
 : i	i	1.1%	i	2.71e-07M*	-29.8%	-3.3%	11.5%	0.0%[57.5 µM]	0.7%	7.1%
2	COC(=O)N1CN(C(=O)OC)CN(C(=O)OC)C1
 : i	i	0.1%	?	i	-7.5%	7.1%	-1.6%	3.0%[1.84 µM]	-0.8%	0.3%
3	NC1CCN(c2cccc(Cl)n2)CC1
 : i	?	-5.3%&-2.5%	i	i	-1.8%&9.0%	-0.8%&-1.6%	0.0%&-2.2%	0.7%	-3.6%&1.8%	2.0%
4	COc1ccc(-c2nn3c(-c4ccncc4)nnc3s2)cc1OC
 : i	i	0.9%	i	1.23e-08M*	-2.8%	3.1%	0.0%	0.9%[57.5 µM]	-4.7%	4.0%
5	CC(=O)c1ccc(NC(=O)CSc2nnc(Cn3c(=O)sc4ccccc43)n2C)cc1
 : /	/	-3.2%	/	/	-13.2%	-9.4%	0.8%	-0.8%	-13.7%	-21.1%
6	CC1Cc2ccccc2N1C(=O)CSCC(=O)O (stereo unspecified)
 : i	i	?	i	i	6.3%	9.3%	0.0%	-0.4%	0.7%	0.8%
7	Cc1ccc(-n2cccc2C(=S)N=P(N(C)C)(N(C)C)N(C)C)cc1
 : i	?	-14.4%	i	i	-7.2%	-1.6%	-0.1%	-0.6%	-4.6%	-24.3%
8	CN(C)C(=O)Nc1ccc(F)cc1F
 : i	?	-2.3%	i	i	6.4%	-2.2%	-2.0%	1.3%	-2.8%	3.3%
9	COc1ccc(S(=O)(=O)C(C#N)c2nc3ccccc3nc2N2CCCC(C)C2)cc1 (stereo unspecified)
 : i	?	-24.5%	i	3.68e-08M*	-10.4%	5.0%	0.0%	7.8%[1.84 µM]	-0.4%	-16.9%
10	CN(C(=O)C12CC3CC(CC(C3)C1)C2)C1CCS(=O)(=O)C1 (stereo unspecified)
 : /	/	-0.5%	/	/	5.1%	4.2%	0.0%	-0.1%[9.22 µM]	-1.3%	3.1%
11	COCC(=O)Nc1cccc(C(F)(F)F)c1
 : i	i	-1.7%	i	i	5.2%	-2.6%	4.3%	0.0%	-3.0%	7.1%
12	O=C1C2CCCN2C(c2ccccc2F)N1c1ccc(F)cc1 (stereo unspecified)
 : i	i	-0.4%	i	i	4.6%	2.4%	1.1%	3.2%	-4.7%	-4.1%
13	O=C1C2CCCN2C(c2ccccc2)N1c1ccc(Cl)cc1 (stereo unspecified)
 : i	i	6.1%	i	i	9.5%	4.8%	3.3%	-0.6%	-1.7%	-7.5%
14	CCNC(=O)C1CC(=O)N(Cc2ccc3c(c2)OCO3)C(=Nc2ccc(F)cc2)S1 (stereo unspecified)
 : i	?	-1.2%	?	i	-2.2%	1.7%	-3.5%	1.9%	-1.1%	6.1%
15	Cc1cc(C)cc(Nc2ncc3c(n2)CC(c2ccco2)CC3=O)c1 (stereo unspecified)
 : i	i	1.8%	i	7.17e-07M*	31.6µM*	0.0%	0.0%	0.7%[57.5 µM]	2.0%	-13.5%
16	Cn1c(NCc2cccs2)nc2ccccc21
 : i	?	-3.1%	i	i	3.9%	-6.7%	2.6%	-0.2%	-3.0%	-2.3%
17	CCOC(=O)C(C)n1cnc2c(nnn2Cc2ccc(Cl)cc2)c1=O (stereo unspecified)
 : i	i	-3.9%	i	i	5.2%	9.2%	-2.3%	0.4%	-1.8%	2.5%
18	O=C(OCC(=O)N1CCOCC1)c1ccc[nH]c1=O
 : i	i	7.7%	i	i	4.2%	19.9%	0.1%	-2.4%	-2.9%	-0.6%
19	CCc1noc(C)c1C(=O)Nc1sc(C(=O)N(C)C)c(C)c1C(=O)OC
 : i	i	-2.4%	i	i	2.6%	3.8%	-2.7%	-0.3%	-6.3%	5.5%
20	Cc1cc(N2C(=O)CC(Cc3ccccc3)C2=O)no1 (stereo unspecified)
 : /	/	-1.3%	/	/	-4.4%	4.3%	-3.3%	-0.2%	-8.7%	2.4%
21	CCOC(=O)c1c(C)[nH]c(C(=O)CSc2nnnn2-c2ccc(C)cc2)c1C
 : i	i	2.0%	i	i	7.9%	-6.5%	-1.2%	-0.9%	-3.1%	-10.7%
22	CC1(C)CC(=O)C2=C(C1)OC(N)=C(C#N)C21C(=O)N(CN2CCOCC2)c2ccccc21 (stereo unspecified)
 : i	?	/	i	i	/	/	5.3%[20.6 µM]	/	/	/
23	CCN(CC)CCNCc1ccc(-c2ccc(Cl)cc2)o1
 : i	?	-9.1%	i	i	17.6%	-1.7%	0.0%	1.0%[57.5 µM]	1.4%	-4.1%
24	COc1ccc(NC(=O)CSc2nncs2)cc1OC
 : i	?	-4.1%	?	i	2.8%	?	-1.5%	0.2%	0.8%	-3.2%
25	Cc1cc2cc(CN(Cc3nnnn3C3CCCCC3)CC3CCCO3)c(=O)[nH]c2cc1C (stereo unspecified)
 : i	?	-1.2%	i	?	-0.9%	0.5%	-4.0%	2.5%	-6.7%	-11.2%
26	CCCCNc1ncnc2c1cnn2-c1ccc(Cl)cc1
 : /	/	?	/	/	?	2.2%	/	-0.4%	-14.6%	-16.0%
27	Cc1c(Cl)cccc1-n1nnnc1-c1cccs1
 : i	?	8.4%	i	i	4.7%	3.8%	-3.3%	-0.1%[57.5 µM]	-2.4%	-4.2%
28	CCc1c(O)nc(N2CCN(Cc3ccccc3)CC2)[nH]c1=O
 : i	?	-4.6%	?	i	-0.6%	5.2%	0.0%	-0.4%[57.5 µM]	0.2%	-2.4%
29	CCN1CCC(O)([C@H](C(=O)O)c2ccccc2)CC1
 : i	i	-0.8%[11 µM]	i	i	7.1%[11.4 µM]	2.0%[9.17 µM]	4.4%[9.22 µM]	3.3%[9.22 µM]	-1.5%[11.4 µM]	-4.9%[11.4 µM]
30	COC(=O)C1=C(C)N=C2SC(C)C(=O)N2C1/C=C/c1ccccc1OC (stereo unspecified)
 : i	?	/	i	i	/	/	23.1%[20.6 µM]	/	/	/
31	COc1ccc(C2=NOC(C(=O)NCC(C)C)C2)cc1 (stereo unspecified)
 : i	i	-1.6%	?	i	4.5%	14.6%	14.7%	1.4%	-2.4%	12.4%
32	Cc1cc(=O)cc(C)n1-c1ccc2c(c1)nc(C)n2-c1ccccc1
 : i	?	-1.8%	?	i	5.1%	0.0%	-1.0%	-2.7%	-5.7%	22.1%
33	COc1ccc(C(=O)N2CCC[C@@]3(CCN(C(=O)NC(C)C)C3)C2)cc1
 : i	i	-3.0%	i	i	-3.0%	-6.5%	-2.3%[9.22 µM]	3.4%	1.1%	8.0%
34	Cc1ccc2c(c1)-c1cc(C)nn1C(c1sccc1C)N2 (stereo unspecified)
 : i	?	25.1µM*	?	8.85e-08M*	-26.2%	-2.6%	-1.3%	0.1%[57.5 µM]	-8.0%	?
35	COc1ccccc1Oc1coc2cc(OC(=O)N3CCOCC3)ccc2c1=O
 : i	i	-1.5%	i	i	2.5%	3.8%	-2.7%	-0.1%	-1.3%	8.1%
36	COc1cc(OC)c(C2C(C#N)=C(N)OC3=C2C(=O)CC(C)(C)C3)cc1OC (stereo unspecified)
 : /	/	-2.5%[11 µM]	/	/	3.4%[11.4 µM]	22.7%[9.17 µM]	-1.5%	0.9%[0.0738 µM]	-3.7%[11.4 µM]	1.6%[11.4 µM]

Retrieved by structure from above:
Order of values: Rhodamine autofl	Fluorescein autfl	Hsp90 Hop PPI	TexasRed autofl	4MU fluor	HADH2 inhib	Ub-GFP proteasome	GFP derepression	HBB splice mod	Pol III holo inh	ALOX15 inhib
28	CCc1c(O)nc(N2CCN(Cc3ccccc3)CC2)[nH]c1=O
 : i	?	-4.6%	?	i	-0.6%	5.2%	0.0%	-0.4%[57.5 µM]	0.2%	-2.4%
21	CCOC(=O)c1c(C)[nH]c(C(=O)CSc2nnnn2-c2ccc(C)cc2)c1C
 : i	i	2.0%	i	i	7.9%	-6.5%	-1.2%	-0.9%	-3.1%	-10.7%
36	COc1cc(OC)c(C2C(C#N)=C(N)OC3=C2C(=O)CC(C)(C)C3)cc1OC (stereo unspecified)
 : /	/	-2.5%[11 µM]	/	/	3.4%[11.4 µM]	22.7%[9.17 µM]	-1.5%	0.9%[0.0738 µM]	-3.7%[11.4 µM]	1.6%[11.4 µM]

These rows are one share of the data; count on the stated rates, not on these rows.
